procasp3 activ = activates human procaspase-3; P42574; recombinant procaspase-3 D3A, Ac-DEVD-pNA absorbance 405 nm; activation, % at 8.5 µM; 330,000 compounds, 0.11% hits; AID 463141;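 active = activation above the mean of all tested compounds plus 3 SD, cut at about 21% in these data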;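 note: 0% = DMSO alone and 100% = DMSO wells spiked with extra 5 µM PC-3 D3A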
Target sequence (P42574 whole entry D9A/D28A/D175A): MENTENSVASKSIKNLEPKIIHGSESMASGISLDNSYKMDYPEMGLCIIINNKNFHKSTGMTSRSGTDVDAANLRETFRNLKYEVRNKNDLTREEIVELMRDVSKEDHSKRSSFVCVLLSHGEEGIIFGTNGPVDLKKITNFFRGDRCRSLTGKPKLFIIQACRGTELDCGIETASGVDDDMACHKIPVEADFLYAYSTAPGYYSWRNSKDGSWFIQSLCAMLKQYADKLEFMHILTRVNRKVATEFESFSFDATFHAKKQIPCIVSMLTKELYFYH
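material = Procaspase-3 D3A mutant | probe or stimulus = Ac-DEVD-pNA | compound = single dose, 8.5 µM nominal compound, 0.8% DMSO | timing = 1 h preincubation, 2 h reaction | measured by = 405 nm absorbance of p-nitroaniline, reads at 0 and 120 min | benchmarks = DMSO-only low control, 5 µM PC-3 D3A high control | repeats = singlicate, each compound tested once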
PP5 inh = inhibitors of human protein phosphatase 5 (PP5); P53041; purified PP5c, OMFP substrate fluorescence; inhibition, % at 6.7 µM; 320,000 compounds, 0.18% hits; AID 1987;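 active = inhibition above the campaign's mean inhibition across all tested compounds plus 3 SD, cut at about 9.5% in these data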;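 note: 0% = DMSO only and 100% = 100 µM cantharidin control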
TPT1 inh = blocks Candida albicans tRNA 2'-phosphotransferase; inhibition, % at 5 µM; recombinant caTPT1, FP RNA substrate dephosphorylation; AID 1962; 300,000 compounds, 0.81% hits;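 active = inhibition above the mean of all tested compounds plus 3 SD, set per screening campaign, cut at about 24% in these data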;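 note: plate controls were DMSO alone for no effect and ferristatin control at 100 nM for full effect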
procasp7 counter = counter-screen: procaspase-7 (human) activation. recombinant procaspase-7, Ac-DEVD-pNA absorbance 405 nm; D23A/D198A/D206A triple mutant, cannot self-cleave; scale: DMSO 0, 5 µM enzyme 100. activation, % at 8.5 µM. 330,000 compounds, 0.093% hits. AID 463210;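 active = percent activation above the screen-wide mean plus 3 SD, cut at about 25% in these data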
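Assay system – Uncleavable procaspase-7 mutant enzyme · Quantity – 2 µM procaspase-7 mutant as dispensed · Times – 1 h preincubation, 2 h reaction · Dosing – single nominal 8.5 µM compound dose, 0.8% DMSO final · Buffer or medium – Zinc-free 50 mM HEPES buffer, pH 7.4, with NaCl and Triton X-100 · Detection – Epi-absorbance of released pNA at 405 nm, two timepoints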
core dimer inh = blocks dimerization of HCV core protein | TR-FRET GST/Flag-core106 dimerization, 1536-well | inhibition, % at 5 µM | 300,000 compounds, 0.33% hits | AID 1899;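 active = inhibition above the mean of all tested compounds plus 3 SD, set per screening campaign, cut at about 45% in these data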
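Assay system – GST-tagged and Flag-tagged HCV core protein residues 1-106 · Quantity – core106 proteins, GST 13.5 nM and Flag 17 nM · Benchmarks – unlabelled core106 and no-GST-core106 wells · Read-out basis – percent inhibition of core106 dimerization signal · Detection – time-resolved FRET, ex 340 nm, em 617 and 671 nm · Schedule – 4 h at 22.5 °C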
Efflux pump mplx = blocks antifungal efflux pumps in multiplex yeast assay | inhibition, % at 10 µM | S. cerevisiae Candida pump triplex, Nile Red efflux | 330,000 compounds, 0.44% hits;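 active = plate passing quality check with inhibition over a set limit, or well fluorescence over plate mean plus 4 SD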;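 note: Nile Red retained in pooled yeast measured as flow cytometry median fluorescence; 0% = buffer negative control and 100% = Enniatin B positive control; higher means more Nile Red kept so more efflux inhibition; some compounds called inactive have numbers as strong as hits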
PP1 counter = blocks human PP1-alpha phosphatase, a PP5 counter-screen; purified PP1alpha, OMFP fluorescence; 320,000 compounds, 0.9% hits; AID 2235; inhibition, % at 6.7 µM; P62136;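 active = inhibition above the mean inhibition of all tested compounds plus 3 SD, computed separately for each screening campaign, cut at about 15% in these data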
Target sequence (P62136 whole entry, looked up): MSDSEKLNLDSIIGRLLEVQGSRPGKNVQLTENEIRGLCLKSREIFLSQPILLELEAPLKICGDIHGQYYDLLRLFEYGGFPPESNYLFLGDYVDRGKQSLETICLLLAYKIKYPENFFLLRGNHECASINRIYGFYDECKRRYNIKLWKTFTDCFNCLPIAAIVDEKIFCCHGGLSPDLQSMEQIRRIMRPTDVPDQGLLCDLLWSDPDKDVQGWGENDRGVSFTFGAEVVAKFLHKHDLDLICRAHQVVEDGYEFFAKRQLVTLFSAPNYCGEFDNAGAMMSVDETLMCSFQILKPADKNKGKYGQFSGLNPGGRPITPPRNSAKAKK
CTSL1 counter = cathepsin L1 inhibition, PFM18AAP counter-screen. recombinant F. hepatica cathepsin L1, Z-Leu-Arg-MCA fluorescence. inhibition, % at 5.96 µM. 300,000 compounds, 0.49% hits. AID 1906;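 active = inhibition above the mean of all tested compounds plus 3 SD, set per screening campaign, cut at about 17% in these data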;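 note: 0% = plate median of test compound wells and 100% = 1 µM Z-Phe-Ala-diazomethylketone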
JMJD2C inh = blocks human GASC-1 demethylase activity. GST-JMJD2C(1-420) H3K9me3 demethylation, DELFIA europium. inhibition, % at 2.35 µM. 330,000 compounds, 0.069% hits;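 active = more than half of a compound's replicate wells show inhibition beyond 50%, single wells judged on their own value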;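 note: signal counts dimethyl H3K9 product captured on neutravidin plate; 0% = median of DMSO wells and 100% = 0.3 times that DMSO median; strong numbers were not always called active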
Target sequence (Q9H3R0 1-420 limits assumed): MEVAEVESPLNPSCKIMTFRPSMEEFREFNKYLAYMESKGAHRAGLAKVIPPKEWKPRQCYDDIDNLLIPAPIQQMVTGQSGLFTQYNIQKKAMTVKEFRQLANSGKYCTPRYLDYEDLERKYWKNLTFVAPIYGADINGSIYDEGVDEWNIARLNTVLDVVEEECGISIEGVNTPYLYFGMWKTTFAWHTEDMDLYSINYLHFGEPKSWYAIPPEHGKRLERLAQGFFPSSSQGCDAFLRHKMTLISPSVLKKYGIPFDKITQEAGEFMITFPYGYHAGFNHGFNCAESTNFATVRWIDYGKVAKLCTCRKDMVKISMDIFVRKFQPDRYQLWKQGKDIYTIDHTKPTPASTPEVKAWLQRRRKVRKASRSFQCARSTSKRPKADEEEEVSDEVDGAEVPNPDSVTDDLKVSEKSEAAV
The depositor's hits bear a star; / = no result given; & = joins results of further samples.

SMILES	procasp3 activ	PP5 inh	TPT1 inh	procasp7 counter	core dimer inh	Efflux pump mplx	PP1 counter	CTSL1 counter	JMJD2C inh
CCCCCCC1CC(C)(/C(C)=N/NC(N)=O)OC1=O (stereo not given)	6	0.0	-1	5	-3	-0.4	2	-5	-6
CC1OC(OC2C(Oc3c(-c4ccc(O)cc4)oc4cc(O)cc(O)c4c3=O)OC(COC3O[C@@H](C)[C@H](O)[C@@H](O)C3O)C(O)C2O)C(O)C(O)C1O (stereo not given in full)	-4	1.1	-2	-2	2	-0.3	6	1	/
COC(=O)c1nnn(-c2nonc2N)c1CN1CCc2ccccc21	0	0.4	1	-1	7	0.2	0	-1	7
O=C(OCC(=O)N1CCc2ccccc2C1)c1ccc(Cl)c([N+](=O)[O-])c1	0	1.5	/	2	/	0.2	1	/	11
CN(C)c1ccc(NC(=O)CSc2nc3c(c(=O)[nH]2)CCCC3)cc1	0	2.1	-2	-13	-4	-0.1	-3	-6	55
CC(CS(=O)(=O)c1ccc2c(c1)NC(=O)CS2)C(=O)NCc1ccccc1Cl (stereo not given)	6	3.3	12	-1	-292	0.1	5	1	-3
CC(C)CN1C(=O)C(=O)N(CC(=O)N(C)CC(=O)Nc2ccc(Cl)c(C(F)(F)F)c2)C1=O	2	3.8	/	7	/	0.4	1	/	6
O=C(O)CSc1ncccn1	-2	3.0	-1	-2	2	0.2	-4	-4	0
O=C(CN1C(=O)/C(=C/c2ccccc2F)SC1=S)NC1C=CS(=O)(=O)C1 (stereo not given)	-6	1.8	0	-15	2	-0.1	2	3	-6
CC(=O)Nc1ccc(OC(=O)c2cc3ccccc3oc2=O)cc1	-1	-1.9	-8	9	-6	-0.2	0	1	-4
CCn1c(-c2cc(C3CC3)nc3ccccc23)n[nH]c1=S	-5	-1.4	2	-15	3	0.1	-3	4	-2
O=C(CCC1CCCC1)Nc1ccc(Br)cn1	4	-1.4	1	3	1	0.0	0	2	3
NC(=O)CSc1nnc(CSc2ncccn2)n1-c1ccccc1	12	0.7	0	3	-8	0.0	0	-1	1
COc1cc2[nH]c(=O)n(Cc3ccc(C(=O)NCCCN4CCC(C)CC4)cc3)c(=O)c2cc1OC	2	0.0	2	-1	-5	0.0	2	7	4
CCNC(=S)N/N=C(\C)c1cccc([N+](=O)[O-])c1	8	3.9	2	-2	-3	0.1	0	1	10
O=C(c1cc2c(s1)-c1ccccc1OC2)N1CCc2ccccc2C1	12	2.7	-1	27*	0	0.9	0	1	-4
COc1ccc(CSC2=CS(=O)(=O)c3ccccc3N2)cc1	-1	-0.7	-3	-1	-4	-0.2	-3	-1	0
CC(C)(C)C(=O)NNC(=O)CCCOc1ccc(Cl)cc1Cl	-5	-2.0	0	-1	-5	0.1	-5	2	1
COc1ccccc1-n1c(C)nnc1SCC(=O)Nc1cccc(C(C)=O)c1	2	0.5	0	-11	-4	0.0	-2	-3	-4
CCCCN(C(=S)Nc1ccccc1)C1CCS(=O)(=O)C1 (stereo not given)	-4	-4.6	-1	5	5	0.1	-7	18*	-23
CCc1cc2cccc(C)c2nc1SCC(=O)NNC(=O)c1ccco1	12	-1.8	-1	-5	1	-0.2	2	1	-6
Clc1ccc(/C=N/Nc2ncnc3ccccc23)cc1Cl	-42	4.6	1	-14	0	0.0	5	2	15
COc1ccc(NC(=S)NC(=O)Cc2ccccc2)cc1	-2	-0.7	-1	2	7	0.1	-8	-3	-21
CC(=O)c1ccc(NC(=O)c2ccc3snnc3c2)cc1	-1	1.6	5	3	2	0.0	2	1	-10
Cc1cccc(C)c1NC(=O)c1c(O)c2ccccc2[nH]c1=O	-3	2.3	-1	2	1	-0.1	2	0	5
Cc1ccc(CNC(=O)Cn2cccc2C(=O)c2ccccc2C)cc1	0	-1.3	0	8	8	0.0	-7	-1	-1
O=c1cc(CN2CCN(c3cccc(Cl)c3)CC2)c2cc3c(cc2o1)CCCC3	9	4.4	2	-13	4	0.2	7	-2	6
NC(=O)c1cc(C(=O)c2cccc(Cl)c2Cl)c[nH]1	2	-1.9	-1	-1	-2	0.0	3	-2	11
C[C@H](NC(=O)c1ccc(Cl)cc1)C(=O)NCCc1ccc(S(N)(=O)=O)cc1	-4	0.4	-3	4	2	-0.1	-3	3	12
CCCCC/C=C\C[C@H](O)/C=C/c1cccc(C[C@H](O)CCCCO)n1	4	0.2	4	2	6	0.0	5	41*	-14

Reprinted at random: two compounds from above.
SMILES	procasp3 activ	PP5 inh	TPT1 inh	procasp7 counter	core dimer inh	Efflux pump mplx	PP1 counter	CTSL1 counter	JMJD2C inh
CC1OC(OC2C(Oc3c(-c4ccc(O)cc4)oc4cc(O)cc(O)c4c3=O)OC(COC3O[C@@H](C)[C@H](O)[C@@H](O)C3O)C(O)C2O)C(O)C(O)C1O (stereo not given in full)	-4	1.1	-2	-2	2	-0.3	6	1	/
O=C(c1cc2c(s1)-c1ccccc1OC2)N1CCc2ccccc2C1	12	2.7	-1	27*	0	0.9	0	1	-4

Further entries:
SMILES	procasp3 activ	PP5 inh	TPT1 inh	procasp7 counter	core dimer inh	Efflux pump mplx	PP1 counter	CTSL1 counter	JMJD2C inh
COc1cccc(N2CC(=O)N(c3cccc(OC)c3)CC2=O)c1	8	0.9	-6	2	6	0.1	-3	-1	5
Cc1ccc(CN(Cc2ccccn2)C(=O)Nc2ccc(C)c(C)c2)cc1	-7	2.7	-2	0	15	0.5	0	-2	-3
O=C(Cn1nnc(-c2ccc(Cl)cc2)n1)NC1CC2CCC1C2 (stereo not given)	3	2.9	-1	-13	2	0.0	-6	1	-16
Cc1cccc(-c2nn(-c3ccccc3)cc2C(=O)N(C)CC(=O)Nc2ccc(N3CCOCC3)cc2)c1	10	3.8	2	1	2	0.3	-3	8	0
CCOC(=O)c1oc2ccc(CNCCO)c(Cl)c2c1C	-1	0.7	3	1	-8	-0.1	1	2	4
COc1ccc2c(c1)[nH]c1c(=O)n(/N=C/c3ccc(OC)c(COc4ccccn4)c3)cnc12	15	0.6	1	7	-3	-0.8	4	6	2
Cc1cccc(C)c1OCCN1C(=O)NC(C)(c2ccccc2)C1=O (stereo not given)	7	-2.2	-3	6	2	-0.1	1	-2	1
CCOC(=O)C1CN(S(=O)(=O)c2ccc(F)cc2)C1	5	-1.1	-5	1	0	0.0	-1	-1	-26
CCN(CC(=O)NCc1ccc(Cl)cc1)C(=O)COc1cccc(C(F)(F)F)c1	2	3.9	-1	6	-4	0.0	-2	0	2
CCc1ccc(C(C(=O)NC2CCCC2)N(Cc2cccnc2)C(=O)c2csnn2)cc1 (stereo not given)	3	0.7	2	1	1	0.0	-4	-5	-6
CCc1cc2c(=O)c(-c3cnn(-c4ccccc4)c3)c(C)oc2c(CN2CCCCC2)c1O	4	2.2	-2	10	9	-0.1	-2	4	-4
CCc1ccc(CN2CCCC(CNC(=O)c3cc(OC)cc(OC)c3)C2)cc1 (stereo not given)	4	1.5	-3	-4	4	0.1	-1	-2	25
CCc1ccc(C2=NN(CCC(=O)NC3CCCCCC3)C(=O)CC2)cc1	1	0.0	-1	8	-9	-0.1	-1	-4	-6
CCc1ccc(NC(=O)CN2CCc3ccccc3C2)cc1	5	1.7	-1	19	5	0.0	1	2	-11
NC(=S)Cc1nc(-c2ccccc2)cs1	-12	2.6	10	-37	13	-0.3	2	-1	1
COc1ccccc1/C=N/NC(=O)c1[nH]c(C)c(C(=O)N/N=C/c2ccccc2OC)c1C	-1	1.7	-1	6	19	-0.2	2	7	-3
CCOC(=O)c1c(CSc2nc(C)cc(C)c2C#N)n(C)c2cc(Br)c(OC(C)=O)cc12	8	0.9	2	-6	-2	0.8	-5	0	-2
CCOc1ccc(-n2c(C)nc3cc(C(=O)NCCN4CCOCC4)ccc32)cc1	-2	-0.4	-3	1	3	0.1	4	-2	/
S=C(Nc1ccccc1)N1CCN(Cc2ccccc2)CC1	-3	-0.5	1	2	-1	-0.4	-4	0	-12
CC(C)(C)c1cc(C(=O)Nc2cccnc2)cc(C(=O)Nc2cccnc2)c1	-3	-0.3	-3	-5	3	0.7	-2	-4	6
c1ccc2c(Nc3ccc4c(c3)OCCO4)c3c(nc2c1)CCCC3	-2	1.5	-1	5	6	0.0	-1	3	25
CCOc1ccc(NN=C(C(=O)OC)C(=O)OC)c([N+](=O)[O-])c1	4	2.7	0	7	-4	0.0	-2	-1	-2
O=C(OCn1nnc2ccccc2c1=O)c1cc(-c2ccccc2)nc2ccccc12	10	0.1	-2	4	9	-0.2	3	-10	-13
Cc1noc(C)c1-c1ccc2nc[nH]c(=O)c2c1	3	-3.7	-1	4	0	-0.1	1	1	11
CCOc1cc(/C=C2\C(=O)N(c3nc(-c4ccc(Br)cc4)cs3)N=C2c2ccccc2)ccc1O	-1	0.6	41*	-5	55*	0.2	12	6	6
CN(C)CCCNc1oc(-c2ccccc2Cl)nc1S(=O)(=O)c1ccc(F)cc1	0	0.9	-3	-7	-21	-0.2	1	-2	5
CC(C)Sc1ccc([N+](=O)[O-])cc1C(=O)Nc1ccncc1	3	-3.1	0	14	0	0.0	2	3	8
C=CCNC(=S)NNC(=O)c1cc(Cl)ccc1OC	8	2.1	2	2	-4	0.3	-8	0	-4
Cc1cc2oc(C(=O)Nc3c(C)n(C)n(-c4ccccc4)c3=O)c(C)c2cc1C	-1	2.3	-4	-5	1	0.0	-4	-4	1&3
CCN(CC(=O)Nc1c(F)cccc1F)C(=O)Cc1csc(-c2ccccc2)n1	-4	1.9	2	0	-1	0.0	0	11	1
Cc1ccccc1NC(=O)C1CCCN1S(=O)(=O)c1cccc2cccnc12 (stereo not given)	0	2.5	-2	-18	1	0.0	1	4	-20
COc1ccc(NC(=O)CCCC(=O)c2ccccc2)cc1OC	-8	-1.6	-2	11	0	-0.4	1	-4	0
Cc1c(C)c(C)c(S(=O)(=O)n2[nH]c(=O)c(CCO)c2C)c(C)c1C	2	3.7	-6	6	-2	0.0	-5	-4	-15
CCc1ccc(C(=O)NNC(=O)CC2OC(=O)c3ccccc32)cc1 (stereo not given)	4	-2.5	0	6	2	-0.1	-5	3	-3
CCCc1ccc(C(=O)N2CCN(c3ccccc3OCC)CC2)cc1	-4	1.1	3	-6	3	0.1	4	2	19
COCc1cc(=O)n2[nH]c(-c3ccco3)cc2n1	0	-1.6	0	-2	2	-0.1	1	0	-6
OCCC1CN(C/C(Cl)=C/c2ccccc2)CCN1C1CCCC1 (stereo not given)	-1	-1.9	-3	4	-1	0.0	-4	1	-8

TPT1 inh: what is marked active above
compound | procasp3 activ | PP5 inh | TPT1 inh | core dimer inh | Efflux pump mplx | JMJD2C inh
CCOc1cc(/C=C2\C(=O)N(c3nc(-c4ccc(Br)cc4)cs3)N=C2c2ccccc2)ccc1O | -1 | 0.6 | 41* | 55* | 0.2 | 6

Bioassay records from PubChem.
